# Nrf2 activator – activators of Nrf2 (ARE) signaling; 0.31% of 410,000 active; AID 624171; Potency, µM (highest dose often 46.1 µM), for inactives: at the highest dose activation, most hits filed as activators; AREc32 ARE-luciferase reporter (MCF7-derived line), luminescence, 24 h; further: potency means the concentration at half of the fitted maximal effect; % of control where 0% means no effect; nearly all actives have a fitted effect of over 65% in size
#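 For detection, Steady-Glo was added and plates sat 30 min at RT; before that, AREc32_Fluc cells grown overnight in OPTI-MEM/5% FBS had been treated with 23 nL compound for 24 hr at 37 deg C.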
# Akt phos inh – inhibitors of Akt phosphorylation | Neuro2A IGF-stimulated pAkt S473 HTRF, 20 min; stronger effect = lower value | activity change, % for hits at 50 µM | 0.32% of 360,000 active | AID 651550; in the data active means activity change below about -80%; inconclusive means mostly about -51% to -80%; further: on the % scale 0 is the no-effect control and ±100 the full control effect
#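 Neuro2A cells (4,500/well, DMEM with 0.5% FBS) were treated with compound at a single 50 µM final concentration, stimulated with 6 nM IGF for 20 min at 37 °C, and lysed. Phospho-Akt Ser473 was read by HTRF as 665/615 ratio ×10^4.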
# Nrf2 block – blocks Nrf2 signaling | Potency, µM (series often up to 46 µM), for the others: at the top dose activity change, negative = inhibition, actives largely listed as inhibitors | A549 ARE-Fluc reporter, luciferase luminescence, 18-24 h | 2.1% of 360,000 active; further: potency means the concentration at half of the fitted maximal effect; on the % scale 0 is the no-effect control and ±100 the full control effect; nearly all actives have a fitted effect of over 60% in size
#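 A549 ARE_Fluc cells (5000/well, 5% FBS OPTI-MEM) pre-incubated 2 h, then treated with compounds 18-24 h at 37C/5% CO2 in concentration-response. CellTiter-Fluor viability read first; BugLite luciferase luminescence after 15 min at room temperature gives Nrf2 activity.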
# ATXN viability – reduces viability in counter-screen for ATXN expression inhibitors; S2 cells (HEK-293 line with an ATXN2-luciferase reporter) viability, CellTiter-Fluor protease fluorescence, 24 h; Potency, µM (doses to about 56.7 µM), hits mostly cytotoxic; 0.49% of 400,000 active; AID 651635; further: potency means the concentration at half of the fitted maximal effect; nearly all actives have a fitted effect of over 40% in size
# TGFb SMAD3 inh – inhibitors of TGF-b signaling | HepG2 CAGA-GFP TGF-b/SMAD3 reporter, GFP fluorescence, 18 h; TGF-beta stimulated, 500 pg/mL final | Potency, µM (highest dose often 46.1 µM), without a hit: top-dose activity, negative = inhibition, actives largely listed as inhibitors | 1.2% of 410,000 active | AID 588855; further: potency means the concentration at half of the fitted maximal effect; on the % scale 0 is the no-effect control and ±100 the full control effect; nearly all actives have a fitted effect of over 65% in size
#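 Using HEPG2 CAGA-GFP reporter cells at 1000 cells/well, we pinned test compounds, stimulated with recombinant TGF-beta (500 pg/mL final) and measured total well GFP after 18 h.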
# HepG2 tox – counter-screen for TGF-b inhibitors: cytotoxicity in HepG2 cells; HepG2 CAGA-GFP viability, ATP luminescence, 18 h; Potency, µM (top dose mostly 46.1 µM), without a hit: top-dose activity change, negative = cytotoxicity, usual class: cytotoxic; 0.76% of 410,000 active; AID 588856; further: potency means the concentration at half of the fitted maximal effect; some results filed as inactive show a strong effect at the top dose
#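 HepG2 CAGA-GFP cells (1000/well, DMEM with 1% FBS) received compound, then TGF-beta at 500 pg/mL final, and were incubated 18 hours at 37 degrees C. Viability was read by CellTiter-Glo luminescence. Media-only wells were set as complete cell-killing and DMSO as no toxicity.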
# CCT modulator – changes cytosolic chaperonin activity | 0.3% of 360,000 active | activity change, % (no concentration beside the values), hits read low | AID 651819 | purified chaperonin ATPase assay, HTRF ADP detection, 30 min; in the data active means activity change below about -30%; further: on the % scale 0 is the no-effect control and ±100 the full control effect
#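 TRiC at 40 or 20 nM final (batch-dependent) in 30 mM Tris pH 7.4, 100 mM KCl, 5 mM MgCl2, 1 mM DTT, with compound at single 76 uM and 10 uM ATP, 30 min at 37 deg C. ADP detected by HTRF Transcreener, 665/615 ratio.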
# A549 tox – counter-screen for Nrf2 inhibitors: cytotoxicity in A549 cells; A549 ARE-Fluc cells, CellTiter-Fluor viability, 18-24 h; Potency, µM (doses to about 46 µM), for the others: at the top dose activity change, negative = cytotoxicity, hits mostly inhibitors; 0.16% of 390,000 active; further: potency means the concentration at half of the fitted maximal effect; on the % scale 0 is the no-effect control and ±100 the full control effect
#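 A549 ARE_Fluc cells in 5% FBS OPTI-MEM were exposed to compounds in concentration-response for 18-24 h at 37 deg C. Viability was read by CellTiter-Fluor fluorescence (Ex 405/Em 525) after 30 min, before the luciferase read.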
# MmCpn inh – inhibitors of Methanococcus maripaludis chaperonin (MmCpn). purified Mm-Cpn ATPase, ADP Transcreener TR-FRET. 0.031% of 330,000 active. AID 504842. Potency, µM (series often up to 76.9 µM), for inactives: at the highest dose activity, negative = inhibition, actives largely listed as inhibitors; further: potency means the concentration at half of the fitted maximal effect; on the % scale 0 is the no-effect control and ±100 the full control effect; nearly all actives have a fitted effect of over 80% in size
#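 Reaction buffer contained 30 mM Tris pH 7.4, 100 mM KCl, 5 mM MgCl2 and 1 mM DTT. Mm-CPN (25 nM final) hydrolysed 10 uM ATP over 30 min at 37°C; ADP was read by HTRF.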
# The depositor's hits bear a star; i = inactive; ? = inconclusive; . = not tested or not shown; & = joins results of further samples. Unless noted, the call rests on the fitted dose curve; in most records, active means well fitted curve in the direction sought with a large enough effect; inconclusive means small, poorly fitted or top-dose-only effect, or another doubt; inactive means no such curve, though single readings can be large; an effect the other way counts as inactive or inconclusive.
Molecule	Nrf2 activator	Akt phos inh	Nrf2 block	ATXN viability	TGFb SMAD3 inh	HepG2 tox	CCT modulator	A549 tox	MmCpn inh
Cn1c(C(=O)N2CCCC(C(=O)NCCCSC3CCCCC3)C2)cc2sccc21 (stereo unspecified)	2.9%	i	?	i	13µM*	-16%	2.8	-1%	-1%
CCn1c(NC(=O)c2cccc(Cn3cc(Cl)cn3)c2)nc2ccccc21	6.8%	i	-20%	?	?	-42%	-0.8	-11%	-1%
COc1ccc(CNC(=O)c2cc3sccc3n2Cc2ccc(F)cc2)cc1	0.1%	.	-11%	i	?	-33%	.	4%	.
O=C(O)/C(=C\c1ccc(Br)cc1)c1ccc(S(=O)(=O)N2CCCCC2)s1	-0.5%	i	-17%	i	-25%	-15%	-26	8%	-2%
Cc1nn(C)c(C)c1S(=O)(=O)Nc1ccc2c(c1)OCO2	0.4%	i	-4%	i	-3%	-1%	0.5	-9%	-1%
O=C(CCn1cnc2ccccc2c1=O)NCc1ccccc1	0.2%	.	.	i	28%	1%	.	1%	.
COc1ccccc1C1Nc2c(sc3nc(C)cc(C)c23)C(=O)N1c1ccccc1 (stereo unspecified)	14%	.	-2%	.	-2%	-40%	.	0%	.
CSc1nc2nc3c(cc2c(=O)n1-c1ccccc1C)CCCC3	0.1%	i	5.8µM*	?	?	17%	0.1	?	-2%
O=C(CN1CCN(C2CCCCC2)CC1)Nc1cccc2ccccc12	-0.6%	i	0%	i	-6%	-9%	-3.3	-5%	-4%
COc1ccc(-c2cc(C(=O)NC(Cc3c[nH]c4ccccc34)C(=O)O)c(C)o2)cc1OC (stereo unspecified)	3.4%	i	-8%	i	0%	-11%	-5.8	3%	2%
COC(=O)Cc1cc(=O)oc2c(C)c(O)ccc12	0.0%	i	.	.	6%	1%	1.2	-1%	-7%
COC(=O)COn1c(SCC(=O)OC)nc2ccccc2c1=O	2.1%	i	-5%	i	-28%	-9%	-2.0	3%	3%
O=C(NC1CCCCC1)C1CCC(CNS(=O)(=O)c2cccc3nsnc23)CC1 (stereo unspecified)	0.1%	i	9%	i	5%	-2%	-0.7	-6%	0%
Cn1nc(C(=O)OCC(=O)Nc2ccc(F)cc2Cl)c2ccccc2c1=O	-0.2%	i	?	i	26%	-19%	-2.6	0%	-23%
CCNc1nc(NCC)n2c(SCC(=O)Nc3c(C)cccc3C)nnc2n1	-0.1%	i	7%	i	12%	1%	1.2	0%	-1%
COc1cc(CNCc2ccccn2)ccc1OCc1c(Cl)cccc1Cl	4.5%	.	?	i	?	-35%	0.5	-11%	2%
Fc1ccccc1COc1ccc2ccccc2c1CNc1nn[nH]n1	-0.5%	i	15%	i	1%	-10%	-7.1	-8%	2%
O=C(OCc1csc(-c2ccccc2)n1)c1ccccc1O	?	i	8%	i	-17%	-2%	-1.8	1%	-1%
O=C1/C(=C/c2cccc([N+](=O)[O-])c2)CSc2ccc(Cl)cc21	1.8%	i	-12%	i	12%	-2%	0.0	6%	5%
CCNC(=O)c1c2c(nc3ccccc13)C(=O)N(C1CCCCC1)C2	0.6%	.	13%	.	?	0%	.	-1%	.
Cc1cccc(NC(=O)CSc2nc3nc(C)cc(C)c3c(=O)[nH]2)c1	-0.1%	i	6%	?	?	-28%	-1.3	0%	1%
COc1ccc2c(c1)nc(SCC(=O)C(C)(C)C)n2C	2.2%	i	4%	i	-5%	2%	-2.1	6%	0%
COc1ccc(CNC(=O)CSc2cccc3cccnc23)cc1	0.5%	i	5%	i	1%	22%	-4.2	-10%	-11%
Cc1ccc(NC(=O)C(=O)NCC(c2ccc3c(c2)OCO3)N2CCN(C)CC2)c(C)c1 (stereo unspecified)	4.2%	.	.	i	13%	-12%	.	7%	.
COc1ccc(CCN(C)C(=O)c2ccc(S(=O)(=O)Nc3ccccc3C)cc2)cc1OC	0.1%	i	-17%	i	-22%	-26%	-3.3	-5%	-2%

# Next section (4 carried over from the part before).
Molecule	Nrf2 activator	Akt phos inh	Nrf2 block	ATXN viability	TGFb SMAD3 inh	HepG2 tox	CCT modulator	A549 tox	MmCpn inh
COc1ccc2c(c1)nc(SCC(=O)C(C)(C)C)n2C	2.2%	i	4%	i	-5%	2%	-2.1	6%	0%
COc1ccc(CNC(=O)CSc2cccc3cccnc23)cc1	0.5%	i	5%	i	1%	22%	-4.2	-10%	-11%
Cc1ccc(NC(=O)C(=O)NCC(c2ccc3c(c2)OCO3)N2CCN(C)CC2)c(C)c1 (stereo unspecified)	4.2%	.	.	i	13%	-12%	.	7%	.
COc1ccc(CCN(C)C(=O)c2ccc(S(=O)(=O)Nc3ccccc3C)cc2)cc1OC	0.1%	i	-17%	i	-22%	-26%	-3.3	-5%	-2%
Cc1occc1C(=O)N1CCN(S(=O)(=O)c2ccc(F)cc2)CC1	0.1%	i	1%	i	-1%	4%	2.0	-2%	-2%
COc1ccc(NC(=O)Cn2nnc(-c3ccccc3NS(=O)(=O)c3ccccc3)n2)cc1	-0.3%	i	21µM*	?	?	5%	0.3	-13%	3%
COc1ccc2[nH]c(=O)c(CN(CC3CCCO3)S(=O)(=O)c3ccccc3F)cc2c1 (stereo unspecified)	0.2%	i	1%	i	0%	-12%	-3.5	6%	4%
COc1ccc(C(=O)NC(Oc2ccccc2)C(Cl)(Cl)Cl)cc1 (stereo unspecified)	0.3%	i	?	i	3%	-53%	-0.3	0%	2%
CCOC(=O)CC(=O)CSc1nc(-c2cccnc2)ccc1C#N	2.7%	i	1%	i	0%	-12%	2.6	2%	-4%
Cc1nn(S(=O)(=O)c2ccc(Br)cc2)c(C)c1S(=O)(=O)N1CCOCC1	0.5%	i	-1%	i	1%	1%	-0.2	-1%	2%
CC(C)c1ccc(O)c(N)c1	9.2%	i	-1%	i	-3%	-21%	-0.4	-15%	5%
OCCNCC12CC3CC(CC(C3)C1)C2	0.5%	i	-12%	i	-4%	-5%	2.1	0%	-2%
COCc1cn(CC(=O)c2sc(NC(=O)C(C)(C)C)nc2C)nn1	0.3%	i	.	i	.	.	-2.0	.	.
Clc1ccc(-c2nn3c(-c4ccccc4)nnc3s2)cc1	-1.1%	i	?	?	0%	-25%	-2.7	-2%	-4%
Cc1ccc(-n2nnnc2CNC(=O)C2CC(=O)N(c3ccc(F)cc3)C2)cc1C (stereo unspecified)	0.3%	i	0%	i	24%	74%	-1.1	-2%	-3%
O=C(Nc1ccc(N2CCOCC2)cc1)c1cccc2c(Br)cccc12	-0.3%	i	1%	i	-6%	-27%	-2.4	-3%	-3%
Cc1ccc(CNC(=O)c2cc(-c3ccccc3)nn2CC2CC(c3cccc([N+](=O)[O-])c3)=NO2)cc1 (stereo unspecified)	-0.3%	i	-10%	i	3%	-3%	-3.0	-1%	.
Cc1ccc(NC(=O)Nc2ccc(Cl)cc2)c(Br)c1	3.0%	i	-11%	i	-20%	11%	-0.7	-3%	-1%
O=C(O)c1ccc(NC(=O)c2cn(-c3ccccc3)nc2-c2ccc(F)cc2)cc1	1.9%	i	?	i	-22%	-2%	-0.2	-11%	-3%
CCCCN(CCCC)CCNC(=O)c1cc(-c2cccnc2)nc2ccc(S(=O)(=O)N3CCC(C)CC3)cc12	-0.8%	.	.	.	-2%	-12%	.	8%	.
CC(=O)Nc1ccc(C(=O)CSc2nnc(Cn3nnc4ccccc43)n2C)cc1	0.0%	i	3%	i	-5%	-5%	0.8	0%	-9%
COC(=O)c1ccc(N2C(c3cc(OC)cc(OC)c3)=Cc3ccc(-c4cnc(OC)nc4)cc3C2CC(=O)C2CC2)cc1 (stereo unspecified)	-0.1%	i	.	?	.	.	0.1	.	.
CN(C)CCN(Cc1ccccc1)S(=O)(=O)c1ccc(-c2ccc(=O)[nH]n2)s1	-0.5%	i	-7%	i	0%	-17%	-0.6	3%	1%
Cc1c(N=Cc2c(O)n(Cc3ccco3)c(=O)c3ccccc23)c(=O)n(-c2ccccc2)n1C	0.3%	i	?	i	2%	-14%	1.1	?	-1%&-2%
CC[C@H](C)[C@@H](C(=O)N1CCNCC1)n1cc([C@@H](N)CC(C)C)nn1	-0.1%	i	19%	i	11%	-1%	-0.5	-10%	.
Cc1noc(C)c1CCC(=O)N1CCCC(CO)(Cc2ccccc2)C1 (stereo unspecified)	1.7%	i	?	i	-1%	0%	-1.8	0%	2%
COc1ccc(CN2C(=O)c3ccccc3C2OC)cc1 (stereo unspecified)	-0.6%	i	5%	i	-1%	-4%	0.3	14%	2%
CCOC(=O)c1sc(NC(=O)CSc2n[nH]c(-c3ccccc3)n2)c(C#N)c1C	3.1%	i	23µM*	?	?	-24%	1.6	-23%	0%
Cc1ccc(F)c([C@H]2[C@H]3C=CC[C@@H](C)[C@@H]3C(=O)N2Cc2ccccc2)c1	-0.5%	i	-5%	.	?	-32%	0.3	0%	0%
O=C1CCCC2=C1C(c1ccccc1)n1c(s/c(=C/c3cccc(F)c3)c1=O)=N2 (stereo unspecified)	2.4%	i	-6%	i	11%	3%	-1.1	0%	1%
